ELG1 genotoxic: genotoxicity induction in ELG1-luciferase HEK293T cells; HEK293T ELG1-luciferase reporter, luminescence, 16 h; Potency, µM (highest dose often 46 µM), for inactives: at the highest dose activity change, positive = activation, actives largely listed as activators; actives 1.3% (n = 330,000); AID 504466; also: % of control where 0% means no effect; nearly all actives have a fitted effect of over 60% in size
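Reporter readout depends on ELG1 protein level, which increases with genetic stress. After 16 hr compound exposure at 37 °C, luciferase activity was quantified using ONE-Glo.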
NPC1 prom act: activates the NPC1 promoter. Huh7 NPC1 promoter luciferase reporter, 24 h. Potency, µM (titrated, usually from 9.22 µM), without a hit: at the top dose activation, usual class: activators. actives 2.4% (n = 320,000). AID 485313;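 also: % of control where 0% means no effect; nearly all actives have a fitted effect of over 60% in size; reporter is driven by a mutant NPC1 promoter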
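Quantitative HTS used a cell-based reporter: Huh7 cells stably bearing the NPC1 promoter upstream of luciferase were treated with compounds for 24 h, and promoter activation was read as luminescence.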
FLuc counter: inhibits or activates purified firefly luciferase, miR-21 counter-screen | P08659 | AID 588342 | Potency, µM (titrated, usually from 57.5 µM), for the others: top-dose activity change, negative = inhibition, actives largely listed as inhibitors | actives 6.9% (n = 360,000) | purified FLuc, Km substrates, luminescence inhibition;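 also: plate controls were vehicle for no effect and reference inhibitor for full effect; nearly all actives have a fitted effect of over 55% in size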
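Purified P. pyralis luciferase (10nM final) with 10uM D-luciferin and 10uM ATP (Km levels) in 50mM Tris acetate pH 7.5, 10mM Mg acetate, 0.01% Tween-20, 0.05% BSA; qHTS 6-point titration, ~60 µM downward; luminescence read.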
p53 reactivator: mutant p53 re-activation in reporter cells; H1299 p53-A138V BP100-luciferase reporter, luminescence, 24 h; Potency, µM (doses to about 92.2 µM), for the others: at the highest dose activity change, positive = activation, hits mostly activators; actives 0.063% (n = 320,000); also: % of control where 0% means no effect; nearly all actives have a fitted effect of over 45% in size
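p53-null H1299 cells stably carrying temperature-sensitive p53-A138V and a BP100-luciferase reporter were pinned with compounds (4-point, 1:5 series) and held 24 hrs at 37 deg C. Luminescence was read 10 min after detection reagent.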
BRCA1 expr up: BRCA1 expression activation; MCF7-BRCA1-FFLuc reporter, luminescence, 48 h; response scale: scaled: vehicle 0%, 10 µM genistein 100%; Potency, µM (series often up to 46.1 µM), for inactives: at the highest dose activation, hits mostly activators; actives 1.1% (n = 380,000); AID 624202; also: nearly all actives have a fitted effect of over 80% in size; some results filed as inactive show a strong effect at the top dose
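MCF7-BRCA1-FFLuc, 2000 cells/well; 2 h attach, 37 °C/5% CO2; compound 48 h; luciferase substrate 15 min; luminescence end-point. Norm. to genistein 10 microM max activation and DMSO; concentration-response curves fitted.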
uPA generation: blocks generation of uPA at the cell surface; cell surface uPA generation assay, qHTS; Potency, µM (doses to about 38.3 µM), without a hit: top-dose activity change, negative = inhibition, usual class: inhibitors; actives 0.31% (n = 330,000); active = well fitted inhibition curve with a large enough effect; inconclusive = small, poorly fitted or top-dose-only effect; inactive = no such curve, though single readings can be large or run the other way; tested in mouse RAW 264.7 cells; also: % is scaled to controls: 0 for no effect and ±100 for the full control effect; nearly all actives have a fitted effect of over 55% in size
Rab9 prom act: activators of Rab9 promoter; Potency, µM (top dose mostly 9.22 µM), for the others: top-dose activation, negative = inhibition, actives largely listed as activators; Huh7 Rab9 promoter-luciferase reporter, luminescence, 24 h; AID 485297; actives 2.8% (n = 320,000); also: % of control where 0% means no effect; nearly all actives have a fitted effect of over 60% in size
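Huh7 cells stably carrying a Rab9 promoter-luciferase reporter, 1500 cells per well in OP-MEM I with 10% FBS, treated with compound 24 hours at 37C. Luciferase activity read by luminescence after 10 minutes with Amplite reagent.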
MBNL1-CUG inh: blocks human MBNL1 binding to CUG repeat RNA | Q9NR56 | TR-FRET MBNL1-His/biotin-(CUG)12 binding, 665/545 ratio | Potency, µM (series often up to 57.5 µM), without a hit: at the top dose activity change, negative = inhibition, most hits filed as inhibitors | actives 0.036% (n = 280,000); active = well fitted inhibition curve with a large enough effect in the signal ratio, with a control signal flat, not every such curve was filed as active; inconclusive = small, poorly fitted or top-dose-only effect, or effect the other way, or a change in a side signal; inactive = no such curve, though single readings can be large or run the other way; the % refers to the signal ratio; also: % is scaled to controls: 0 for no effect and ±100 for the full control effect
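TR-FRET between His-tagged MBNL1 and biotin-(CUG)12 RNA, detected with Tb anti-His antibody (0.055 ng/ul) and streptavidin-XL665 (5 nM), 60 min at room temperature. Compounds titrated 92 nM to 58 uM; 665/545 nm ratio normalized to buffer and complex controls.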
CXXC DNA block: blocks binding of human MLL CXXC domain to DNA. actives 0.037% (n = 290,000). Q03164. Potency, µM (series often up to 115 µM), for inactives: at the top dose activity change, negative = inhibition, usual class: inhibitors. MLL-CXXC / FITC-HOXA9 DNA fluorescence polarization; active = well fitted inhibition curve with a large enough effect in the polarisation, with a control signal flat, not every such curve was filed as active; inconclusive = small, poorly fitted or top-dose-only effect, or effect the other way, or a change in a side signal; inactive = no such curve, though single readings can be large or run the other way; the % refers to the polarisation
Target sequence (Q03164 whole entry, looked up, the tested form may be a part): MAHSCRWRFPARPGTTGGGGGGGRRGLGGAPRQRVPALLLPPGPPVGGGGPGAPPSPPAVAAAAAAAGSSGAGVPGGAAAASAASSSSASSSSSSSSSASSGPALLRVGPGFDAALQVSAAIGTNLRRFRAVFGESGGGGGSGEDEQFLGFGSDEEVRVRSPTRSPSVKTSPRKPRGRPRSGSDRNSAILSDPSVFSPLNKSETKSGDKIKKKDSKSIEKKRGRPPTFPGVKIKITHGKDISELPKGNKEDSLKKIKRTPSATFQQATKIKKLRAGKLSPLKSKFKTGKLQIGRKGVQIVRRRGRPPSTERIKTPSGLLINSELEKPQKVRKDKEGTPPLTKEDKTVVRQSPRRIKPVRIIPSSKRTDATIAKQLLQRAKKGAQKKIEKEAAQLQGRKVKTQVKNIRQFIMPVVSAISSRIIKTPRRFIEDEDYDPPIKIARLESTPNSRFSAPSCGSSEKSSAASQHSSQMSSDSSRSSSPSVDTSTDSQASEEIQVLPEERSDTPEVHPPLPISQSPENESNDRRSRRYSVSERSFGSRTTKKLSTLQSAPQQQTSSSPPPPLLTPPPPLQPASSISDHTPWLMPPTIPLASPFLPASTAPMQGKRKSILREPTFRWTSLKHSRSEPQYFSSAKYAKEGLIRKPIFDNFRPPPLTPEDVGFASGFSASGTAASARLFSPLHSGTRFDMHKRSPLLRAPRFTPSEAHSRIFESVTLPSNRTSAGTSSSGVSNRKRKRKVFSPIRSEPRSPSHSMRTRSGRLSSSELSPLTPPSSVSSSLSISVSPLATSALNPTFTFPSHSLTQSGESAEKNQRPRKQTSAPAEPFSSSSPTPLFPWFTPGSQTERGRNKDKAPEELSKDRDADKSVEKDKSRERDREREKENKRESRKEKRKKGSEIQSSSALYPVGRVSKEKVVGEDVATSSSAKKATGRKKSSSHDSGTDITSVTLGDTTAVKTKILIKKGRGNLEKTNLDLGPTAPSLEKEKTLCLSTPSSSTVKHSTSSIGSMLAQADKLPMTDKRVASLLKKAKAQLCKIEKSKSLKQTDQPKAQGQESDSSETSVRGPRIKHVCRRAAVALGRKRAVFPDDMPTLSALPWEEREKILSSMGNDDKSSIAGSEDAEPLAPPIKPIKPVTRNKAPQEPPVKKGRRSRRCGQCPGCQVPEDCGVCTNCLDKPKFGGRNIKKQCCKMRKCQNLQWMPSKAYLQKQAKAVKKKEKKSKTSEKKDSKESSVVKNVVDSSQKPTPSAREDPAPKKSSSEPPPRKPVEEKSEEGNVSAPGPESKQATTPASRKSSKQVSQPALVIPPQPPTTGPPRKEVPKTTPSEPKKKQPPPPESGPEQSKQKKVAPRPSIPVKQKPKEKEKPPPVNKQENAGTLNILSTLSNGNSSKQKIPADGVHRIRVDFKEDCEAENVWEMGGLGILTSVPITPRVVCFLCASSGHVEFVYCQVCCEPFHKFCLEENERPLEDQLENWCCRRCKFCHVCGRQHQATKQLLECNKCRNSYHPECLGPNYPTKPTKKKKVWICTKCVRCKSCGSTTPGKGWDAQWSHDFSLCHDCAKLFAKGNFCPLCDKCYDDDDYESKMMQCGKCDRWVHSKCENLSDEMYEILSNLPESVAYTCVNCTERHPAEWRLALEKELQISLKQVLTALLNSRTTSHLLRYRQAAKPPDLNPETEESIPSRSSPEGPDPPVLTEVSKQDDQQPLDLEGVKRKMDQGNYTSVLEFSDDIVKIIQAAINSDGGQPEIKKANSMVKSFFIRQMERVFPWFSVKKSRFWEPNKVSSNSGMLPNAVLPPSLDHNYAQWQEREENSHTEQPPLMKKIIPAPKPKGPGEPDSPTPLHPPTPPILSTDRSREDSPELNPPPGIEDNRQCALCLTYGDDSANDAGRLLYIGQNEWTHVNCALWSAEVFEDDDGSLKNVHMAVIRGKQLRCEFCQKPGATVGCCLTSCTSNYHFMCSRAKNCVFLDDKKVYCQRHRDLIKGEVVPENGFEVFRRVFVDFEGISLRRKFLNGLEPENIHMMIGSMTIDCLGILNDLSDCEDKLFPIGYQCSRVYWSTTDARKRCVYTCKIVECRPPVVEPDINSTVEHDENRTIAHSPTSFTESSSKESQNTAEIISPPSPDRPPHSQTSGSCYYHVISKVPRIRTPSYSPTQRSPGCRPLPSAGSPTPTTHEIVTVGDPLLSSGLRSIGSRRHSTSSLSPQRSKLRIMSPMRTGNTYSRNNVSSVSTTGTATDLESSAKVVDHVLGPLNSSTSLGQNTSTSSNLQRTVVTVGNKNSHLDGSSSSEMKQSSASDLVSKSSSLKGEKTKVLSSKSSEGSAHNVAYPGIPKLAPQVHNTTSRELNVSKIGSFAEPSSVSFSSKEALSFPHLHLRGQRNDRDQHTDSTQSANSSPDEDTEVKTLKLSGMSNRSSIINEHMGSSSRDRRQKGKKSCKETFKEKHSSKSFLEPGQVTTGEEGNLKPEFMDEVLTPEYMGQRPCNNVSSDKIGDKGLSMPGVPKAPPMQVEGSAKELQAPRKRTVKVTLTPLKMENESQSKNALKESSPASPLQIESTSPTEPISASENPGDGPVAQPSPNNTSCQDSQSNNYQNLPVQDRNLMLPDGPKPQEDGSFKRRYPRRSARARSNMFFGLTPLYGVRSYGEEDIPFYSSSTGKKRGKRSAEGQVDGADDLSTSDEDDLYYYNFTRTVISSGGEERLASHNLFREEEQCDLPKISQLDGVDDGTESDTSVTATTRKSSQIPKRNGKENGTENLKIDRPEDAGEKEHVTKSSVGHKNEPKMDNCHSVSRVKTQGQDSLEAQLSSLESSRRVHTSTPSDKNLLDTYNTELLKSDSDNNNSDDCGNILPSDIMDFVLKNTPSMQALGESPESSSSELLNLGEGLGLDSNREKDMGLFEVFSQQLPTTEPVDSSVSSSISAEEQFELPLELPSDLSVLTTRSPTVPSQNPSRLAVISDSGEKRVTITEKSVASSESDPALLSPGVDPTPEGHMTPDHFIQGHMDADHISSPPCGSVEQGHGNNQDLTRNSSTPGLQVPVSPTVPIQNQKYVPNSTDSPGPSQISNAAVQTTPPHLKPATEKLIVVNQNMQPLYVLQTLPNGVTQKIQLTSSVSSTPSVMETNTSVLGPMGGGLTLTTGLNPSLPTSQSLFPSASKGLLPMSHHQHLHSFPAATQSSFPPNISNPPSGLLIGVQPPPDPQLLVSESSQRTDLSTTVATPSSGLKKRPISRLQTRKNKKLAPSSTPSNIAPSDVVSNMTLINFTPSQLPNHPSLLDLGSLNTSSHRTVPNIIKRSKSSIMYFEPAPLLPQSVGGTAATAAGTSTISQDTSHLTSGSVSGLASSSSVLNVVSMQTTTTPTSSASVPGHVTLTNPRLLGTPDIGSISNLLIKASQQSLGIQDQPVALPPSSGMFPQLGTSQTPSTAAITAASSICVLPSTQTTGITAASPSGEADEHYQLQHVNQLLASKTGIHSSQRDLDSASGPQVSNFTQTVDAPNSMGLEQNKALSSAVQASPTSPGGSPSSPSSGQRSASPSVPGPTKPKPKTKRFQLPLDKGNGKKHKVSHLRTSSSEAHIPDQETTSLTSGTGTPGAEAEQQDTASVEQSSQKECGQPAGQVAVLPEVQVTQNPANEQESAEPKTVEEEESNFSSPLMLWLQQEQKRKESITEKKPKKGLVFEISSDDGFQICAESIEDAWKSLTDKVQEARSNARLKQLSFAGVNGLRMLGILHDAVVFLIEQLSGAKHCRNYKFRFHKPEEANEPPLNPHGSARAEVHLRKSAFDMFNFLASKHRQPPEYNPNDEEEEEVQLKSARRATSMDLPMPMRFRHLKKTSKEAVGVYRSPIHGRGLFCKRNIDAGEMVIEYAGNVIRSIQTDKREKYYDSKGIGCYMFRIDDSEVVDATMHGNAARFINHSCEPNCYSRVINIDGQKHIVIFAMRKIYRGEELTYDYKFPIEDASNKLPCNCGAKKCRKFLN
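Fluorescence polarization: 7 uM MLL-CXXC (stock) preincubated 5 min with compounds, then 50 nM fluorescein-HOX-A9 DNA (stock) added; 30 min ambient. Buffer 50 mM Tris-HCl pH 7.5, 50 mM NaCl, 1 mM DTT, 0.05% BSA.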
RORgamma inh: ROR gamma (mouse) transcription inhibition; P51450; Drosophila S2 Gal4-RORgamma UAS-luciferase reporter, 20 h; Potency, µM (series often up to 53.6 µM), for inactives: top-dose activity change, negative = inhibition, usual class: inhibitors; actives 5.4% (n = 310,000); AID 2551; also: % is scaled to controls: 0 for no effect and ±100 for the full control effect; nearly all actives have a fitted effect of over 60% in size
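In this cell-based reporter format, copper sulfate (700 uM final) drives Gal4–ROR gamma fusion expression from a metallothionein promoter in Drosophila Schneider cells; compounds preincubated 1 hr, reporter read after 20 hr at ambient temperature.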
VP16 counter: counter-screen for ROR gamma inhibitors: Gal4-VP16 reporter; Drosophila S2 Gal4-VP16 UAS-luciferase, luminescence, 20 h; Potency, µM (highest dose often 53.6 µM), for inactives: top-dose activity, negative = inhibition, usual class: inhibitors; actives 3.5% (n = 310,000); AID 2546;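 also: Gal4-VP16 expression switched on by copper sulfate through the metallothionein promoter; % is scaled to controls: 0 for no effect and ±100 for the full control effect; nearly all actives have a fitted effect of over 50% in size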
An asterisk follows results filed as active; ? = inconclusive; / = no result given; & = joins results of further samples; [ ] = another dose, or the depositor's remark. Unless noted, calls follow the shape of the dose curve; as a rule, active = well fitted curve in the direction sought with a large enough effect; inconclusive = small, poorly fitted or top-dose-only effect, or another doubt; inactive = no such curve, though single readings can be large; an effect the other way counts as inactive or inconclusive. Potency is read from the fitted curve at half-maximal effect. The list is partial; rates above refer to the full screens.

[1] COc1ccc(C2CC(C(F)(F)F)n3nc(C(=O)NCc4cn(C)nc4C)c(Cl)c3N2)cc1 (stereo not given)
[2] COc1cnc(SC(C)C)[nH]c1=O
[3] CC(=O)c1c(C)n(-c2ccccc2Br)c2ccc(O)cc12
[4] CCOC(=O)C1=C(C)N(C)C(=S)NC1c1c(OCC)ccc2ccccc12 (stereo not given)
[5] CCc1cc2ccc(OC)cc2nc1SCC(=O)N1CCN(C(=O)c2ccco2)CC1
[6] CC(C)(C)OC(=O)CNC(=O)c1[nH]cnc1C(=O)NC(c1ccccc1)c1ccccc1
Screen / compound no.,1,2,3,4,5,6
ELG1 genotoxic,-11%,4%,-7%,0%,-11%,-7%
NPC1 prom act,-4%,-5%,-4%,-4%,0%,-5%
FLuc counter,0%,-6%,1%,2%,-18%,0%
p53 reactivator,-8%,-1%,-3%,0%,-9%,3%
BRCA1 expr up,-45%,-6%,-27%,0%,-26%,-24%
uPA generation,-5%,3%,-18%,-1%,-2%,13%
Rab9 prom act,-8%,0%,-3%,-4%,2%,0%
MBNL1-CUG inh,-3%,?,-2%,1%,-4%,2%
CXXC DNA block,6%,8%,-1%,-20%,4%,2%
RORgamma inh,34%,0%,0%,2.8µM*,18%,6.3µM*
VP16 counter,-11%,2%,-1%,18µM*,2%,?

In a second layout: entries from further up
2: COc1cnc(SC(C)C)[nH]c1=O
  ELG1 genotoxic: 4%
  NPC1 prom act: -5%
  FLuc counter: -6%
  p53 reactivator: -1%
  BRCA1 expr up: -6%
  uPA generation: 3%
  Rab9 prom act: 0%
  MBNL1-CUG inh: ?
  CXXC DNA block: 8%
  RORgamma inh: 0%
  VP16 counter: 2%
3: CC(=O)c1c(C)n(-c2ccccc2Br)c2ccc(O)cc12
  ELG1 genotoxic: -7%
  NPC1 prom act: -4%
  FLuc counter: 1%
  p53 reactivator: -3%
  BRCA1 expr up: -27%
  uPA generation: -18%
  Rab9 prom act: -3%
  MBNL1-CUG inh: -2%
  CXXC DNA block: -1%
  RORgamma inh: 0%
  VP16 counter: -1%

Next part.
[7] Cc1cc2nc(N)sc2cc1[N+](=O)[O-]
[8] O=C(CNS(=O)(=O)c1ccc(Br)cc1)N1CCOCC1
[9] O=C(CN1CCN(c2ncc(C(F)(F)F)cc2Cl)CC1)NC(=O)NCc1ccccc1
[10] COc1ccc(N2CCN(C(=O)CSc3ccc([N+](=O)[O-])cc3)CC2)cc1
[11] COc1cc(/C=C/C(=O)OC(C)C(=O)Nc2c(C)n(C)n(-c3ccccc3)c2=O)ccc1OCC#N (stereo not given)
[12] Cc1ccnc(NS(=O)(=O)c2ccc(NC(=O)Cc3c(F)cccc3Cl)cc2)n1
Screen / compound no.,7,8,9,10,11,12
ELG1 genotoxic,4%,0%,-9%,-6%,1%,0%
NPC1 prom act,28%,-1%,-1%,-2%,-6%,-1%
FLuc counter,?,-1%,4%,4%,-2%,7%
p53 reactivator,12%,4%,0%,-2%,18%,/
BRCA1 expr up,13µM*,-3%,-25%,-21%,-11%,-8%
uPA generation,-25%,3%,1%,-2%,0%,6%
Rab9 prom act,17%,-5%,-4%,-5%,17%,-6%
MBNL1-CUG inh,?,13%,-4%,16%,/,-8%
CXXC DNA block,3%,6%,-1%,13%,-4%,4%
RORgamma inh,?,-11%,-7%[10 µM],18%,1%,1%
VP16 counter,?,-2%,7%,-1%,-19%,2%

[13] O=C(NCCc1csc(-c2cccnc2)n1)c1ccco1
[14] CC(=O)Nc1cc(C)nn1-c1nc2ccccc2s1
[15] O=C(COC(=O)CCCN1C(=O)c2cccc3cccc(c23)C1=O)Nc1ccc(Cl)cc1
[16] COc1ccc(C(=O)N/C(=C\c2cn(C)c3ccccc23)C(=O)N2CCN(C)CC2)cc1OC
[17] CC(=O)c1ccc(N2CCN(S(=O)(=O)c3ccc(-c4cnc(C5CC5)o4)cc3)CC2)cc1
[18] Cc1cc(-c2ccccc2)nc2oc3c(c12)NC(=O)CN(c1ccccc1)C3=O
Screen / compound no.,13,14,15,16,17,18
ELG1 genotoxic,-4%,?,1%,-2%,8%,0%
NPC1 prom act,-1%,-2%,-1%,-2%,-6%,0%
FLuc counter,-1%,?,?,1%,-2%&-7%,6%
p53 reactivator,1%,-2%,-20%,-6%,0%,-1%
BRCA1 expr up,15%,-8%,0%,-6%,2%&4%,-6%
uPA generation,-10%,-12%,2%,1%,-8%,1%
Rab9 prom act,7%,26%,-3%,2%,-18%,2%
MBNL1-CUG inh,8%,136%[activator],24%,11%,-5%,13%
CXXC DNA block,-1%,12%,-2%,0%,1%,-9%
RORgamma inh,11%,-38%,-3%,-3%,-7%,6%
VP16 counter,0%,-6%,10%,-11%,0%,-8%

Some of the entries so far, with two lines to a compound.
Order of results – ELG1 genotoxic | NPC1 prom act | FLuc counter | p53 reactivator | BRCA1 expr up | uPA generation | Rab9 prom act | MBNL1-CUG inh | CXXC DNA block | RORgamma inh | VP16 counter
3	CC(=O)c1c(C)n(-c2ccccc2Br)c2ccc(O)cc12
    -7% | -4% | 1% | -3% | -27% | -18% | -3% | -2% | -1% | 0% | -1%
4	CCOC(=O)C1=C(C)N(C)C(=S)NC1c1c(OCC)ccc2ccccc12 (stereo not given)
    0% | -4% | 2% | 0% | 0% | -1% | -4% | 1% | -20% | 2.8µM* | 18µM*
5	CCc1cc2ccc(OC)cc2nc1SCC(=O)N1CCN(C(=O)c2ccco2)CC1
    -11% | 0% | -18% | -9% | -26% | -2% | 2% | -4% | 4% | 18% | 2%
6	CC(C)(C)OC(=O)CNC(=O)c1[nH]cnc1C(=O)NC(c1ccccc1)c1ccccc1
    -7% | -5% | 0% | 3% | -24% | 13% | 0% | 2% | 2% | 6.3µM* | ?
7	Cc1cc2nc(N)sc2cc1[N+](=O)[O-]
    4% | 28% | ? | 12% | 13µM* | -25% | 17% | ? | 3% | ? | ?
8	O=C(CNS(=O)(=O)c1ccc(Br)cc1)N1CCOCC1
    0% | -1% | -1% | 4% | -3% | 3% | -5% | 13% | 6% | -11% | -2%

Compound activity (PubChem)
